# Screening results: PubChem BioAssay, The Scripps Research Institute Molecular Screening Center
# PME-1 primary – blocks human protein phosphatase methylesterase 1; Q9Y570; recombinant PME-1, FP-Rh probe fluorescence polarization; inhibition, % at 5.9 µM; hit rate 0.53% among 320,000;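 active = inhibition above the campaign mean of all compounds plus 3 SD, cut at about 26% in these data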;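 also: competitive labeling of PME-1 active site by serine hydrolase directed probe; 0% = PME-1 with DMSO and 100% = wells lacking PME-1 enzyme; inhibitors block probe labeling so polarization falls and inhibition rises; many of its hits are not listed in these tables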
# Target sequence (Q9Y570 whole entry, looked up): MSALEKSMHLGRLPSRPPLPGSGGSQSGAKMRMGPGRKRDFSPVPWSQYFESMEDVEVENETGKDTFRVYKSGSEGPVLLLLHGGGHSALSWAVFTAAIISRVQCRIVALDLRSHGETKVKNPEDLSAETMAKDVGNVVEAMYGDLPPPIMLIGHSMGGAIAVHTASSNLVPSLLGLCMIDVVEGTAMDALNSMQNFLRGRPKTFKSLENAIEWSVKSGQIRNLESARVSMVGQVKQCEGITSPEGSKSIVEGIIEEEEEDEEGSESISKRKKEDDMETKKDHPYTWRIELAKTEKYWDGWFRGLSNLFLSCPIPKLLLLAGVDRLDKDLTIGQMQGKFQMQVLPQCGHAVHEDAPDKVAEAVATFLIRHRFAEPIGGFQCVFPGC
# pPAFAH FP inh – inhibitors of human plasma PAF acetylhydrolase (pPAFAH). hit rate 1.5% among 330,000. recombinant pPAFAH, FP-rhodamine probe fluorescence polarization. inhibition, % at 3.39 µM;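 active = inhibition above the mean inhibition across the screen plus 3 SD, cut at about 25% in these data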;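 also: inhibitors block binding of the rhodamine activity-based probe so polarization drops; 0% = enzyme with DMSO and 100% = wells lacking pPAFAH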
# PAFAH1B3 FP inh – inhibitors of human PAFAH1B3 | inhibition, % at 3.39 µM | recombinant PAFAH1B3, FP-rhodamine probe, fluorescence polarization | hit rate 0.28% among 340,000 | AID 492972 | Q15102;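 active = inhibition above the screen-wide average of all tested compounds plus 3 SD, cut at about 25% in these data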;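 also: 0% = enzyme with DMSO only and 100% = wells lacking PAFAH1B3 protein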
# PAFAH1B2 inh – inhibitors of human PAFAH1B2. P68402. recombinant PAFAH1B2, FP-rhodamine activity probe, fluorescence polarization. inhibition, % at 3.39 µM. hit rate 1.2% among 340,000;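 active = inhibition above the mean of all tested compounds plus 3 SD, cut at about 24% in these data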;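 also: 0% = enzyme with DMSO and 100% = wells lacking PAFAH1B2; many of its hits are not listed in these tables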
# PAD4 inh – blocks human protein arginine deiminase 4; inhibition, % at 6.36 µM; AID 485272; recombinant PAD4, RCA probe fluorescence polarization; Q9UM07; hit rate 0.41% among 330,000;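 active = percent inhibition above a cutoff equal to the mean of all tested compounds plus 3 SD, cut at about 15% in these data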;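 also: 0% = PAD4 with RCA probe and DMSO and 100% = probe without PAD4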
# GSTO1 counter – blocks human GSTO1 in RBBP9 counter-screen | P78417 | recombinant GSTO1, activity-based probe fluorescence polarization | inhibition, % at 5.96 µM | hit rate 1.1% among 300,000;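 active = inhibition above the campaign mean inhibition plus 3 SD, cut at about 35% in these data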;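 also: 0% = GSTO1-1 with DMSO and 100% = wells lacking GSTO1-1 enzyme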
# PREPL inh – inhibits the human prolyl oligopeptidase-like enzyme; Q4J6C6; recombinant PREPL, fluorescence polarization activity-based probe; inhibition, % at 5.96 µM; hit rate 0.68% among 320,000; AID 2751; in the data active = inhibition above about 43%;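 also: 0% = enzyme with DMSO and 100% = wells lacking enzyme; many of its hits are not listed in these tables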
# Target sequence (Q4J6C6 whole entry, looked up): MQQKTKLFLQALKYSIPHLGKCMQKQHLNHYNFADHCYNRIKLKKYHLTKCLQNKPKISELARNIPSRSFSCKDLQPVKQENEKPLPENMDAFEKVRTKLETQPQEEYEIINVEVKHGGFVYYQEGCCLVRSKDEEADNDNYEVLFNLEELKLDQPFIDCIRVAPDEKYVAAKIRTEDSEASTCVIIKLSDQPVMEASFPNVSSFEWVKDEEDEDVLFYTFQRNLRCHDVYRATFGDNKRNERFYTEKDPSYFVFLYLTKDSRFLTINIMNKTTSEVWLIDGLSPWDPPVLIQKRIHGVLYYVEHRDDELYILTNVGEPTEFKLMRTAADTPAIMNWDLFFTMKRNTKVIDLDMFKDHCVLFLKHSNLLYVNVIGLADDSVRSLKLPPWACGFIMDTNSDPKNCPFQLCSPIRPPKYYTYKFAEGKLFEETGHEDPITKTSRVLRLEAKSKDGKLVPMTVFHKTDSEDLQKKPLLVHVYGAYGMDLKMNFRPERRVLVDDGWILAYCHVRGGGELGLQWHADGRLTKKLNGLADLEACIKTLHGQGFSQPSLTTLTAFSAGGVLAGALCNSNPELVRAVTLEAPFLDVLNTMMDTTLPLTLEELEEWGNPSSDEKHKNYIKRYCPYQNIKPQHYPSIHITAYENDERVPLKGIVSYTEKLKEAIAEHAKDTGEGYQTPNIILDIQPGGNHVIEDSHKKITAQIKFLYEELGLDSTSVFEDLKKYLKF
# LYPLA2 inh – LYPLA2 (human) inhibition in PME1 counter-screen. AID 2177. inhibition, % at 5.9 µM. recombinant LYPLA2, FP-Rh probe fluorescence polarization. O95372. hit rate 0.38% among 320,000;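 active = inhibition above the screen-wide mean plus 3 SD, limit set per campaign, cut at about 26% in these data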;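 also: 0% = LYPLA2 with DMSO and 100% = wells lacking LYPLA2 enzyme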
# LYPLA1 inh – blocks human lysophospholipase 1, a PME1 counter-screen; O75608; recombinant LYPLA1, FP-Rh probe fluorescence polarization; inhibition, % at 5.9 µM; hit rate 0.16% among 320,000;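 active = inhibition above the mean of all tested compounds plus 3 SD, set per campaign, cut at about 14% in these data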;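 also: inhibitors block serine hydrolase probe labeling of LYPLA1 so polarization falls; 0% = enzyme with DMSO and 100% = wells lacking LYPLA1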
# An asterisk follows results filed as active; / = not tested or not shown.
SMILES,PME-1 primary,pPAFAH FP inh,PAFAH1B3 FP inh,PAFAH1B2 inh,PAD4 inh,GSTO1 counter,PREPL inh,LYPLA2 inh,LYPLA1 inh
CCCCNC(=O)N1CCN(c2ccccc2OC)CC1,2,-4,-3,2,-5,4,11,-3,-1
COc1ccccc1-c1coc2c(CN3C(C)CCCC3C)c(O)ccc2c1=O (configuration not stated),-1,9,10,6,-5,3,-3,-1,-3
Cc1ccc(NC(=O)CN2C(=O)NC(Cc3ccccc3)C2=O)c(Br)c1 (configuration not stated),0,5,5,3,-2,7,-5,2,2
O=C(Nc1ccccc1N1CCOCC1)c1ccc(F)c(S(=O)(=O)N2CCOCC2)c1,8,0,5,-4,2,/,9,-1,-1
O=C(N1CCOCC1)C12CC3CC(C1)CC(C(=O)N1CCOCC1)(C3)C2,-1,-3,7,0,-4,-7,-3,6,0
CCCCNC(=O)CCn1nc(-c2ccc(C)cc2)c2ccccc2c1=O,-2,4,8,3,5,5,14,0,-2
COC(=O)c1nc(NC(=O)c2ccc(Cl)cc2)n[nH]1,0,6,-6,0,1,7,7,3,-1
CCC1=NNc2cccc3c(OC)ccc1c23,23,48*,/,/,37*,73*,36,10,7
O=C(CC(=O)N/N=C/c1cccs1)NCc1ccccc1,2,3,1,4,0,10,-5,-5,0
Nc1nnc(SCC(=O)Nc2ccc(S(=O)(=O)N3CCOCC3)cc2)s1,3,5,2,2,0,5,8,6,4
COc1ccc(C(=O)C(C)Oc2cccc(NC(=O)c3cccc([N+](=O)[O-])c3)c2)cc1 (configuration not stated),-12,10,-7,-5,-3,-18,-10,-24,-20
COc1ccc(-c2cccc(NS(=O)(=O)c3cc([N+](=O)[O-])ccc3Cl)c2)nn1,7,8,3,8,-5,10,-2,0,1
O=C(Cc1ccc(NS(=O)(=O)c2ccc(F)cc2)cc1)NCc1ccccc1,3,16,10,20,7,0,5,3,-1
C=CCn1cccc(C(=O)Nc2ccc(OC)cc2)c1=O,-2,-4,/,/,4,8,16,-1,-2
CCOc1cc(C(=O)Nc2ccc(C)cc2C)ccc1OCC(=O)N1CCCCC1,3,0,-2,2,2,-4,-1,-3,-1
CCC(Sc1nnc(-c2ccco2)n1C)C(=O)Nc1nnc(C)s1 (configuration not stated),0,1,3,-1,-3,5,16,-2,1
CCOc1cc(Cl)c(NC(=O)c2ccco2)cc1OCC,3,1,3,1,-1,1,23,8,4
O=C(CCS(=O)(=O)c1ccc(Br)cc1)N1CCN(c2ccccc2F)CC1,4,11,-3,0,-3,19,8,2,1
CC1CCCN(CC(O)COCC2COc3ccccc3O2)C1 (configuration not stated),-2,5,-1,-3,-5,0,5,-3,0
CS(=O)(=O)N1CCCC(C(=O)NCCc2ccc(Cl)cc2)C1 (configuration not stated),5,-1,5,15,2,1,18,1,1
O=C(c1cccc(S(=O)(=O)N2CCOCC2)c1)N1CCCC1,-5,7,1,7,-1,0,-5,3,-1
CCCCNc1c(-c2ccc(-c3cccc(Cl)c3)cc2)nc2ccc(Cl)cn12,/,-6,-8,-3,-5,/,36,/,/
Clc1nc(-c2cccnc2)nc2scc(-c3ccccc3)c12,1,0,9,-4,6,-12,-8,-2,-7
O=C1c2ccccc2C(=O)N1Cc1nn2c(-c3ccc(Cl)cc3)nnc2s1,-4,3,6,3,4,-11,-7,9,-1
COC(=O)Cc1ccc(NC(=S)N2CCN(CCO)CC2)cc1,-1,0,-5,-2,-5,2,-3,0,-2

# Reprinted at random: 6 compounds from above
SMILES,PME-1 primary,pPAFAH FP inh,PAFAH1B3 FP inh,PAFAH1B2 inh,PAD4 inh,GSTO1 counter,PREPL inh,LYPLA2 inh,LYPLA1 inh
CCOc1cc(Cl)c(NC(=O)c2ccco2)cc1OCC,3,1,3,1,-1,1,23,8,4
C=CCn1cccc(C(=O)Nc2ccc(OC)cc2)c1=O,-2,-4,/,/,4,8,16,-1,-2
CS(=O)(=O)N1CCCC(C(=O)NCCc2ccc(Cl)cc2)C1 (configuration not stated),5,-1,5,15,2,1,18,1,1
CC1CCCN(CC(O)COCC2COc3ccccc3O2)C1 (configuration not stated),-2,5,-1,-3,-5,0,5,-3,0
CCC(Sc1nnc(-c2ccco2)n1C)C(=O)Nc1nnc(C)s1 (configuration not stated),0,1,3,-1,-3,5,16,-2,1
O=C(N1CCOCC1)C12CC3CC(C1)CC(C(=O)N1CCOCC1)(C3)C2,-1,-3,7,0,-4,-7,-3,6,0

# Compound profiles, from the list above. Order of screens: PME-1 primary	pPAFAH FP inh	PAFAH1B3 FP inh	PAFAH1B2 inh	PAD4 inh	GSTO1 counter	PREPL inh	LYPLA2 inh	LYPLA1 inh
# Entry for O=C(N1CCOCC1)C12CC3CC(C1)CC(C(=O)N1CCOCC1)(C3)C2 : -1	-3	7	0	-4	-7	-3	6	0
# Entry for CCCCNC(=O)N1CCN(c2ccccc2OC)CC1 : 2	-4	-3	2	-5	4	11	-3	-1

# Continuation:
SMILES,PME-1 primary,pPAFAH FP inh,PAFAH1B3 FP inh,PAFAH1B2 inh,PAD4 inh,GSTO1 counter,PREPL inh,LYPLA2 inh,LYPLA1 inh
N#CC1(NC(=O)CSc2nnc(Nc3ccccc3F)s2)CCCC1,5,4,3,-1,-5,/,14,2,1
Cc1nn(CC(=O)c2ccccc2)c(=O)c2nn(-c3ccccc3F)c(C)c12,-3,6,1,4,-2,3,-9,6,2
Cc1c(CCOC(=O)c2cc([N+](=O)[O-])cc([N+](=O)[O-])c2)sc[n+]1CCCCS(=O)(=O)[O-],3,0,3,3,-1,8,0,0,-1
O=C(O)CSCC(=O)Nc1cccc2ccccc12,-4,2,-7,-3,-3,6,2,0,-1
Cc1ccccc1NC(=S)c1ccc2ccccc2n1,1,2,2,3,-2,2,2,-2,-1
CC1(C)NC(=O)N(CCOCCOc2cccc(Oc3ccccc3)c2)C1=O,3,19,-2,-2,-1,6,3,12,6
Cc1ccnc(NS(=O)(=O)c2ccc(Oc3ccccc3)cc2)c1,7,1,4,0,-3,2,2,5,1
CCC/C=N/Nc1nc2ccccc2s1,7,7,1,-2,-2,3,8,-1,-1
CCCC[n+]1ccn(-c2nc3ccccc3nc2[N-]S(=O)(=O)c2ccc(Cl)cc2)c1,3,2,15,1,-1,1,-6,-6,-2
CCOC(=O)Cc1cc(=O)[nH]c(/N=C(\N)Nc2ccc(C)cc2C)n1,3,3,3,2,2,-2,2,5,4
COc1ccc(N2CCC(CNC(=O)Nc3ccc(OC)cc3OC)C2)cc1 (configuration not stated),-8,10,-1,2,-7,13,34,-7,-3
O=C(NCC1CCN(Cc2ccc(F)cc2)CC1)Nc1cc(F)ccc1F,-6,-4,4,-3,0,5,7,-2,-4
Cc1c(C=N)c(O)n(C)c(=O)c1C#N,-3,-3,5,2,-5,0,19,3,-1
COc1ccc(CNC(=O)c2nn(C)c3c2CS(=O)(=O)c2ccccc2-3)cc1,7,0,14,0,8,0,4,7,-4
Cc1cccc(NC(=S)NNc2ncc(C(F)(F)F)cc2Cl)c1,5,7,-4,3,2,-2,16,7,0
CCOC(=O)CC(=O)CSc1nc2c(c(-c3cccs3)c1C#N)CCC2,-4,13,6,11,-7,-3,-5,-4,-4
Cc1cccc(C)c1NC(=O)COC(=O)CCc1ccc(S(=O)(=O)N2CCCCC2)cc1,-1,16,9,6,-2,1,0,-7,-8
COc1ccc(-c2cc(C(=O)Nc3ccc(S(=O)(=O)Nc4onc(C)c4C)cc3)c3ccccc3n2)cc1,2,15,-3,-7,1,-9,-6,11,0
COc1ccccc1CN1C[C@@H]2C[C@@H](c3[nH]c4ccc(C)cc4c3C)N3CCC[C@@]23C1=O,-2,7,-4,-1,-11,5,21,0,0
CCn1c(SCC(N)=O)nnc1-c1ccc(OC)c(OC)c1,12,4,9,5,1,4,6,2,3
CC(=O)c1ccc(OC(C)C)c(CSC(=N)N)c1,2,-4,11,2,0,2,11,-8,-1
Cc1c(NC(=O)C(C)OC(=O)CCOc2ccccc2)c(=O)n(-c2ccccc2)n1C (configuration not stated),-3,3,13,9,4,-3,-4,-8,-6
Cn1c(=O)n(C)c2cc(/C=N/NC(N)=S)ccc21,-2,2,-3,2,-2,-16,0,-12,-4
Cc1ccc(NC(=O)CN2C(=O)N/C(=C\c3cccnc3)C2=O)cc1,-3,0,11,1,-6,0,-4,8,4
O=C(c1ccccc1F)N1CCN(S(=O)(=O)c2ccc(S(=O)(=O)N3CCCCC3)cc2)CC1,0,7,-2,6,0,0,-2,-2,-3

# Two of the compounds above, as tab-separated lines.
structure	PME-1 primary	pPAFAH FP inh	PAFAH1B3 FP inh	PAFAH1B2 inh	PAD4 inh	GSTO1 counter	PREPL inh	LYPLA2 inh	LYPLA1 inh
CCCC[n+]1ccn(-c2nc3ccccc3nc2[N-]S(=O)(=O)c2ccc(Cl)cc2)c1	3	2	15	1	-1	1	-6	-6	-2
CCOC(=O)Cc1cc(=O)[nH]c(/N=C(\N)Nc2ccc(C)cc2C)n1	3	3	3	2	2	-2	2	5	4

# Continued.
SMILES,PME-1 primary,pPAFAH FP inh,PAFAH1B3 FP inh,PAFAH1B2 inh,PAD4 inh,GSTO1 counter,PREPL inh,LYPLA2 inh,LYPLA1 inh
O=C(CN1CCN(c2ccccc2)CC1)NCc1ccc(F)cc1,-1,2,-1,1,-6,2,-11,-3,1
O=C(NCc1ccc2c(c1)OCO2)c1nc(S(=O)(=O)Cc2ccccc2)ncc1Cl,-7,-9,-2,5,-4,-10,13,1,-2
O=C(CN1CCC(NC(=O)Nc2ccccc2)CC1)Nc1cccc([N+](=O)[O-])c1,-1,-2,11,4,-1,6,-16,-4,-1
CCC(=O)c1cc(-c2nc3ccccc3n2C)n(C)c1,2,-4,4,1,6,3,-6,-2,-2
Cc1cc(OCC(=O)Nc2cc(C(C)(C)C)on2)ccc1[N+](=O)[O-],2,2,3,1,-3,-3,12,-2,3
COc1ccc(NC(=O)C2CCCN(S(=O)(=O)c3ccccc3)C2)c(OC)c1 (configuration not stated),0,1,8,2,2,5,5,-3,-1
Cc1cccc(CN2CCN(CC(=O)NCc3cccs3)C2=O)c1,0,-4,7,0,-5,-1,2,3,1
CCN(C(=O)COC(=O)c1cccnc1Nc1ccccc1F)C1CCS(=O)(=O)C1 (configuration not stated),-3,2,4,5,-2,0,2,2,-2
O=C1/C(=C/c2cccnc2)SC(=S)N1CC1CCCO1 (configuration not stated),0,0,3,3,-22,-21,-7,-2,0
COC(=O)c1c(-c2c(Cl)cccc2Cl)noc1NC(=O)NN1CCCCC1,-1,15,5,5,1,2,-5,4,2
COc1ccc(CCNc2ccc(C(CC(N)=O)NC(=O)Cc3ccc(Br)cc3)cc2[N+](=O)[O-])cc1 (configuration not stated),-24,-7,-11,2,2,2,-64,-23,-12
CC(C)c1ccc2[nH]c3c(c2c1)[C@@H]1CCN2C(=O)CCC[C@H](C3)[C@H]12,7,18,8,-3,3,-1,-1,0,-1
O=C(CN1CCN(S(=O)(=O)/C=C/c2ccccc2)CC1)NCC(F)(F)F,2,9,-2,3,-2,-8,-13,-3,-3

# Taken from above:
# For PREPL inh, CC1(C)NC(=O)N(CCOCCOc2cccc(Oc3ccccc3)c2)C1=O is entered as 3
# For PME-1 primary, O=C(CN1CCN(S(=O)(=O)/C=C/c2ccccc2)CC1)NCC(F)(F)F is entered as 2
# For GSTO1 counter, CCCCNC(=O)CCn1nc(-c2ccc(C)cc2)c2ccccc2c1=O is entered as 5

# Some of the compounds tested; count on the stated rates, not on these rows.
